proCasp3 act: activates human procaspase-3 | activation, % at 8.5 µM | recombinant procaspase-3 D3A, Ac-DEVD-pNA absorbance 405 nm | P42574 | AID 463141 | actives 0.11% (n = 330,000);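 active = activation above the mean of all tested compounds plus 3 SD, cut at about 21% in these data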;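 note: 0% = DMSO alone and 100% = DMSO wells spiked with extra 5 µM PC-3 D3A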
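Evaluation: percent activation relative to control range; Material: Procaspase-3 D3A mutant, all three cleavage aspartates alanine; Compound: single dose, 8.5 µM nominal compound, 0.8% DMSO; Replication: one well per compound; Signal: absorbance at 405 nm, 0 and 120 min; Schedule: 1 h preincubation plus 2 h reaction at 25 °C.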
JMJD2C inh: human JMJD2C demethylase inhibition. Q9H3R0. GST-JMJD2C(1-420) H3K9me3 demethylation, DELFIA europium. inhibition, % at 2.35 µM. actives 0.069% (n = 330,000);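 active = more than half of a compound's replicate wells show inhibition beyond 50%, single wells judged on their own value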;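 note: signal counts dimethyl H3K9 product captured on neutravidin plate; 0% = median of DMSO wells and 100% = 0.3 times that DMSO median; strong numbers were not always called active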
RPL19A TOR yeast: modulators of TOR pathway RPL19A-GFP in S. cerevisiae; AID 2025; S. cerevisiae RPL19A-GFP strain, flow cytometry, 3 h; stronger effect = lower value; actives 0.3% (n = 330,000); percent response vs DMSO, % at 10 µM;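 active = percent response vs DMSO below 50%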;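 note: median channel GFP fluorescence of the barcoded RPL19A-GFP strain; ratio of sample median GFP to plate DMSO average so 100% = DMSO; lower means less RPL19A-GFP as with rapamycin TOR inhibition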
MEP2 TOR yeast: yeast TOR pathway MEP2-GFP modulation. actives 0.51% (n = 330,000). GFP response vs DMSO, % at 10 µM. S. cerevisiae MEP2-GFP strain, flow cytometry GFP, 3 h; 100% = DMSO control level;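 active = GFP response versus DMSO above a set limit, roughly screen mean plus 3 SD, cut at about 180% in these data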;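 note: median GFP fluorescence of the barcode-gated MEP2-GFP cells per well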
proCasp7 act: counter-screen for procaspase-3 activators: activators of human procaspase-7; P55210; recombinant procaspase-7, Ac-DEVD-pNA absorbance 405 nm; D23A/D198A/D206A triple mutant, cannot self-cleave; scale: DMSO 0, 5 µM enzyme 100; activation, % at 8.5 µM; actives 0.093% (n = 330,000);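 active = percent activation above the screen-wide mean plus 3 SD, cut at about 25% in these data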
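Replicates: singlicate. Assay system: Procaspase-7 triple mutant (PC-7 D3A). Signal: 405 nm absorbance of p-nitroaniline. Times: 1 h preincubation, 2 h reaction. Buffer or medium: Zinc-free HEPES pH 7.4 with 300 mM NaCl, 0.01% Triton X-100. Also added: DEVD-pNA substrate. Benchmarks: DMSO wells as 0%, DMSO with 5 µM added PC-7 as 100%.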
CR mimetic SO: caloric restriction mimetics inhibiting age-related superoxide in yeast | S. cerevisiae aged cells, superoxide DHE fluorescence; stronger effect = lower value | superoxide response (% of plate mean), % at 10 µM | actives 0.18% (n = 330,000);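 active = superoxide response under a set limit, about three screen SD below normal, cut at about 65% in these data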;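 note: yeast aged for seven days with compound at 30 °C before DHE staining; 100% = average MFI of all compound-treated wells on the plate with controls excluded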
LAP4 TOR yeast: alters LAP4-GFP fluorescence in TOR pathway yeast screen. AID 2023. actives 0.34% (n = 320,000). GFP response vs DMSO, % at 10 µM. S. cerevisiae LAP4-GFP multiplex, flow cytometry GFP, 3 h; median GFP as percent of DMSO wells;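 active = GFP response vs DMSO above a set limit, about the screen mean plus 3 SD, cut at about 150% in these data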
AHR act: activators of human aryl hydrocarbon receptor. activation, % at 5 µM. actives 2.5% (n = 320,000). P35869. AHR-responsive luciferase reporter cells, luminescence; in the data active = activation above about 47%;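 note: 0% = vehicle wells and 100% = reference agonist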
Target sequence (P35869 whole entry, looked up): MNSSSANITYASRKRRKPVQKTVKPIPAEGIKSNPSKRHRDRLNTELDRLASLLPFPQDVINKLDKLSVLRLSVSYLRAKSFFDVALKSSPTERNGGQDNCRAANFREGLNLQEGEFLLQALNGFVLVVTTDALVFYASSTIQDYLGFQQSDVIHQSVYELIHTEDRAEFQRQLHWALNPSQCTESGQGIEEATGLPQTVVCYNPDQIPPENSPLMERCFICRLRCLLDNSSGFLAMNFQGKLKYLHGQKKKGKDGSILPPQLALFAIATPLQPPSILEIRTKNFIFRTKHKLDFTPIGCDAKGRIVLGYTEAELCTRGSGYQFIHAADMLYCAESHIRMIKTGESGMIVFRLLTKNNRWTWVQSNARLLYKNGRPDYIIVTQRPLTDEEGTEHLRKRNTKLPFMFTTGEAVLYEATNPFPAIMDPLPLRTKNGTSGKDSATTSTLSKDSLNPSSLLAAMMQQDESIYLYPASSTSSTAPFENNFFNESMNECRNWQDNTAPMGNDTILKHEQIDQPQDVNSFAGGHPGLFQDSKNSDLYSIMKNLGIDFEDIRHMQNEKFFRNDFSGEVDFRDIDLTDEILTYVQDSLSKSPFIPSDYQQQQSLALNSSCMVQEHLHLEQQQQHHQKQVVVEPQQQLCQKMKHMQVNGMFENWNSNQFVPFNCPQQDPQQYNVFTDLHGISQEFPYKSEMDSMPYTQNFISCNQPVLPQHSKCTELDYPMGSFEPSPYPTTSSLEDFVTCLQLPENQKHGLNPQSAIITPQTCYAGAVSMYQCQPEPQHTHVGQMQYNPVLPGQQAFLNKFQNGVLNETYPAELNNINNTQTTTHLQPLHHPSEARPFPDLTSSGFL
An asterisk follows results filed as active; . = no result given; & = joins results of further samples.

SMILES	proCasp3 act	JMJD2C inh	RPL19A TOR yeast	MEP2 TOR yeast	proCasp7 act	CR mimetic SO	LAP4 TOR yeast	AHR act
CCN(CC(=O)Nc1ccccc1C(F)(F)F)C(=O)CCSc1ccc(F)cc1	-5	-2	90	94	2	119	98	-1
CCOC(=O)c1cnc(-n2nc(C)cc2C)nc1NCc1ccc2c(c1)OCO2	-2	-22	96	99	-8	100	97	0
NS(=O)(=O)c1ccc(CCNC(=O)c2ccccc2[N+](=O)[O-])cc1	1	2	97	97	-7	105	88	2
O=C1ON=C(c2ccccc2[N+](=O)[O-])/C1=C/c1cccc([N+](=O)[O-])c1O	-3	17	92	89	10	100	98	1
CNC(=O)c1nc(C)c(C2(C)CC(c3cccc([N+](=O)[O-])c3)=NO2)s1 (stereo unspecified)	-3	5	97	109	-1	104	94	3
Cn1c(N)c(C(=O)Nc2ccccc2F)sc1=S	1	.	111	124	3	107	109	115*
Cc1ccc(Nc2nnc(SCC(=O)NCCN3C(=O)CSC3=O)s2)cc1C	-8	-9	105	108	-3	109	94	23
CC1(C)CC2CC(C)(CN2C(=S)NC(=O)c2ccccc2Cl)C1 (stereo unspecified)	-5	1	102	100	-8	67	114	0
Cc1cccc(C(=O)NCC(=O)OCC(=O)N(C)CC(=O)Nc2ccccc2Cl)c1	4	2	96	97	7	84	100	0
Cc1cc(C)c2nc(N3CCCC(C(=O)NC4CCCC4)C3)sc2c1 (stereo unspecified)	8	33	97	106	3	116	108	11
CC(C)c1ccc(N2C(=O)C3C4C=CC(CC4)C3C2=O)cc1 (stereo unspecified)	-6	-13	101	98	4	105	90	-7
CC(=O)c1ccc(NC(=O)CC(NCCC2=CCCCC2)C(=O)O)cc1 (stereo unspecified)	-6	1	98	111	-4	113	91	-3
CCCCOC(=O)/C=C\C(=O)OCCCC	9	-1	98	100	3	94	109	-1
O=C(CCN1CCCCC1)N=Nc1c(O)[nH]c2ccccc12	-8	-13	100	105	-14	90	101	13
CCN(CC)C(=O)CSC1c2ccccc2C(=O)N1c1ccccc1 (stereo unspecified)	6	4	99	102	6	106	94	1
CCSc1nnc(NC(=O)CSc2nccn2-c2cc(C)cc(C)c2)s1	-6	8	97	94	2	119	95	8
O=C(Nc1ccc2c(c1)Cc1ccccc1-2)c1ccncc1	7	6	104	101	-3	114	101	0
O=C(NC(=O)c1c(F)cccc1F)Nc1ccccc1SC(F)F	0	3	94	93	3	94	105	-5
CCOc1ccc(OCC)c(NC(=O)CN2CCN(CC)CC2)c1	3	-22	102	97	7	146	96	11
Cc1nn(CC(=O)NCCc2ccccc2)c(C)c1[N+](=O)[O-]	1	-4	105	91	2	97	95	12
Cc1sc2ncnc(N3CCC(C(=O)Nc4ccc(Cl)cc4Cl)CC3)c2c1C	6	2	89	91	-1	88	107	3
Cc1cccc(/C=N/c2sc3c(c2C#N)CCN(Cc2ccccc2)C3)c1O	-9	3	103	97	-4	109	98	10
CCOC(=O)c1ccc(NC(=O)c2nc[nH]c2C(=O)N(C)Cc2ccccc2)cc1	-4	3	101	95	2	110	123	18
CN(C)c1ccc(S(=O)(=O)N2CCCCC2)cc1NC(=O)CN1C(=O)NC(C)(c2ccccc2)C1=O (stereo unspecified)	-2	1	106	108	1	101	111	1
CCOC(=O)c1c(C)[nH]c(C(=O)CN2CCOCC2)c1C	6	33	97	97	1	108	93	-1
COc1ccc(-c2cc(=O)oc3cc(OC(C)C(=O)NCC4CCC(C(=O)O)CC4)ccc23)cc1 (stereo unspecified)	6	4	104	112	4	111	118	1
COC(=O)CCC(=O)OC1(C)C(=O)C=C2C=C(C3CC3)N(Cc3ccc4c(c3)OCO4)C=C2C1=O (stereo unspecified)	-5	-5	89	91	-21	99	111	11
CN1C(=O)C(C)(C)c2cc(S(=O)(=O)N3CCN(c4ccc(F)cc4)CC3)ccc21	4	2	99	104	2	109	98	0
O=C(Nc1ccc(Cl)cc1C(=O)NCCN1CCOCC1)c1ccc(Cl)cc1Cl	1	2	98	104	10	102	97	9
Fc1ccc(-c2nnc(Cc3ccc(Cl)cc3)o2)cc1	6	7	85	85	5	108	190*	-3
Cc1ccc(Cn2ccc(NC(=O)c3noc4c3CCCCC4)n2)cc1	1	-31	102	103	5	113	109	-9
CCOC(=O)c1ccc(NC(=O)CCn2c(=O)oc3ccccc32)cc1	10	1	100	99	-5	118	94	3
Cc1nc2oc3ccccc3c(=O)c2c(=O)n1Cc1ccccc1	4	-11	97	99	-1	116	108	-6
Nc1ccnc(C(F)(F)F)c1C(=O)c1ccccc1	-4	2	104	103	1	103	102	-2
COc1ccc(Nc2ccc(S(=O)(=O)N3CCCCC3)cc2[N+](=O)[O-])cc1OC	-14	4	96	90	-5	88	83	-1
COc1ccc(NS(=O)(=O)c2cc(C)ccc2C)cc1	2	-79	94	98	1	90	106	3
O=C(C(=O)N1CCCCC1)c1c(-c2ccccc2)[nH]c2ccccc12	-3	-20	91	87	-5	105	77	7
COC(=O)c1cc(S(=O)(=O)Nc2ccsc2C(=O)OC)oc1C	3	7	97	87	2	94	96	-2
COc1ccccc1C(c1c(O)nc(SC)[nH]c1=O)c1c(O)nc(SC)[nH]c1=O	3	6	101	106	-4	95	101	-2
CC1=C(C(N)=O)C(c2cccc(O)c2)n2nc(CCCO)nc2N1 (stereo unspecified)	7	-7	101	113	7	91	98	0
O=C(NCCCN1CCOCC1)c1cn(-c2ccccc2)nc1-c1cccs1	3	10	102	105	10	96	101	6
Cc1cccc(-c2nn(-c3ccccc3)cc2C(=O)N2CCN(C3CCS(=O)(=O)C3)CC2)c1 (stereo unspecified)	5	11	96	101	14	108	119	4
C=CCC(NC(C)c1ccccc1)c1ccco1 (stereo unspecified)	7	57	101	106	5	93	106	0
Cc1ccc(CN2CCN(Cc3cc(=O)c4ccccc4[nH]3)CC2CCO)o1 (stereo unspecified)	5	-11	88	82	0	80	86	8
O=C(CC1C(=O)NCCN1C(=O)Nc1ccccc1)Nc1ccc2c(c1)OCO2 (stereo unspecified)	0	27	102	99	2	99	105	0
Cc1cc(C)n(C(=O)c2ccc(S(=O)(=O)NCC3CCCO3)cc2)n1 (stereo unspecified)	5	0	100	111	8	121	102	0
O=C1CSC(=S)N1c1ccc(Cl)c(Cl)c1	.	-3	109	127	.	130	104	.
Cn1cc(CNC(=O)c2cc(COc3ccc4c(c3)CCCC4)on2)cn1	3	-15	107	102	7	101	98	-2

In a second layout: results already given
| SMILES | proCasp3 act | JMJD2C inh | RPL19A TOR yeast | MEP2 TOR yeast | proCasp7 act | CR mimetic SO | LAP4 TOR yeast | AHR act |
| --- | --- | --- | --- | --- | --- | --- | --- | --- |
| COc1ccc(Nc2ccc(S(=O)(=O)N3CCCCC3)cc2[N+](=O)[O-])cc1OC | -14 | 4 | 96 | 90 | -5 | 88 | 83 | -1 |
| COc1ccc(NS(=O)(=O)c2cc(C)ccc2C)cc1 | 2 | -79 | 94 | 98 | 1 | 90 | 106 | 3 |
| O=C(C(=O)N1CCCCC1)c1c(-c2ccccc2)[nH]c2ccccc12 | -3 | -20 | 91 | 87 | -5 | 105 | 77 | 7 |
| COC(=O)c1cc(S(=O)(=O)Nc2ccsc2C(=O)OC)oc1C | 3 | 7 | 97 | 87 | 2 | 94 | 96 | -2 |
| COc1ccccc1C(c1c(O)nc(SC)[nH]c1=O)c1c(O)nc(SC)[nH]c1=O | 3 | 6 | 101 | 106 | -4 | 95 | 101 | -2 |
| CC1=C(C(N)=O)C(c2cccc(O)c2)n2nc(CCCO)nc2N1 (stereo unspecified) | 7 | -7 | 101 | 113 | 7 | 91 | 98 | 0 |
| O=C(NCCCN1CCOCC1)c1cn(-c2ccccc2)nc1-c1cccs1 | 3 | 10 | 102 | 105 | 10 | 96 | 101 | 6 |
| Cc1cccc(-c2nn(-c3ccccc3)cc2C(=O)N2CCN(C3CCS(=O)(=O)C3)CC2)c1 (stereo unspecified) | 5 | 11 | 96 | 101 | 14 | 108 | 119 | 4 |
| C=CCC(NC(C)c1ccccc1)c1ccco1 (stereo unspecified) | 7 | 57 | 101 | 106 | 5 | 93 | 106 | 0 |
| Cc1ccc(CN2CCN(Cc3cc(=O)c4ccccc4[nH]3)CC2CCO)o1 (stereo unspecified) | 5 | -11 | 88 | 82 | 0 | 80 | 86 | 8 |
| O=C(CC1C(=O)NCCN1C(=O)Nc1ccccc1)Nc1ccc2c(c1)OCO2 (stereo unspecified) | 0 | 27 | 102 | 99 | 2 | 99 | 105 | 0 |
| Cc1cc(C)n(C(=O)c2ccc(S(=O)(=O)NCC3CCCO3)cc2)n1 (stereo unspecified) | 5 | 0 | 100 | 111 | 8 | 121 | 102 | 0 |
| O=C1CSC(=S)N1c1ccc(Cl)c(Cl)c1 | . | -3 | 109 | 127 | . | 130 | 104 | . |
| Cn1cc(CNC(=O)c2cc(COc3ccc4c(c3)CCCC4)on2)cn1 | 3 | -15 | 107 | 102 | 7 | 101 | 98 | -2 |

More records follow:
SMILES	proCasp3 act	JMJD2C inh	RPL19A TOR yeast	MEP2 TOR yeast	proCasp7 act	CR mimetic SO	LAP4 TOR yeast	AHR act
CC1CCN(C(=O)c2ccc(NS(C)(=O)=O)cc2)CC1	-4	5	102	106	-3	114	107	-2
O=C(Cn1nc(Cl)nc1Cl)c1ccc(F)cc1	-3	-10	100	97	-6	99	91	1
Cn1ccnc1SCC(=O)c1cc2ccccc2o1	0	0	91	98	-8	107	104	19
CCCCC1=CC2=C(c3ccco3)C(=O)C(C)(OC(=O)c3ccc(OC)cc3)C(=O)C2=CN1Cc1ccco1 (stereo unspecified)	-3	-8	97	88	-8	102	103	3
COc1ccc(-c2ccc3oc(-c4ccsc4)c(-c4ccc(OC)cc4)c3c2)cc1	-3	18	106	103	-7	119	118	11
Fc1ccc(-c2nc(-c3cnccn3)no2)c(Cl)c1	2	-7	96	102	-1	99	104	5
O=C(CSc1nnc(COc2ccccc2)o1)N1CCN(c2ccccc2)CC1	8	-4&3	100	101	12	90	107	6
CN1CCc2ccc(NC(=O)c3ccc(C(F)(F)F)cc3)cc2C1	3	-16	106	106	-4	102	97	41
O=C(Nc1ccc(C(=O)Nc2ccccc2Cl)cc1)c1cccnc1	.	9	104	98	.	101	71	.
COc1cc(CC(=O)NCC2CCCCC2)cc(OC)c1OC	-7	13	103	107	-3	108	98	2
C#CCOCCOCCOCCNc1nc(N2CCN(C(=O)[C@H](Cc3ccc(O)cc3)n3cc([C@@H](N)C(C)CC)nn3)CC2)nc(N2CCN(C(=O)[C@H](Cc3cc4ccccc4[nH]3)n3cc([C@@H](N)Cc4ccc(O)cc4)nn3)CC2)n1 (stereo partly specified)	-6	12	95	94	-11	98	107	3
CCc1ccc(-c2cc(C)no2)cc1S(=O)(=O)N1CCN(c2ccccn2)CC1	0	-13	103	107	4	99	108	2
COC(=O)c1sccc1NC(=S)N1CCC(C(N)=O)CC1	-2	-2	102	97	-5	94	99	0

Screens as filed in PubChem.
